NR5A2 inv ag = suppresses constitutive activity of human LRH-1; O00482; HEK293T StAR-luciferase reporter, LRH-1 transfected, 24 h; inhibition, % at 3.6 µM; 0.13% of 360,000 active;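 active = inhibition above the mean inhibition of all tested compounds plus 3 SD, cut at about 73% in these data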;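 note: 0% = DMSO wells and 100% = reporter-only cells lacking LRH-1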
TLR9-MyD88 inh = blocks human TLR9 binding to MyD88; inhibition, % at 4.98 µM; 0.21% of 340,000 active; CHO BLA complementation TLR9-MyD88, CCF4 FRET ratio; AID 504734; Q9NR96+Q99836;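 active = inhibition above the mean over all tested compounds plus 3 SD, cut at about 21% in these data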;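 note: 0% = DMSO only wells and 100% = clavulanate BLA inhibitor control wells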
SRC1 inh = human NCOA1 inhibition | Q15788 | HEK293 GAL4-SRC1 luciferase reporter, luminescence | inhibition, % at 3.6 µM | 0.12% of 360,000 active | AID 588354;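 active = inhibition above the campaign mean plus 3 SD, with each screening campaign given its own cutoff, cut at about 60% in these data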;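 note: 0% = DMSO treated cells and 100% = gossypol at 36 µM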
Target sequence (Q15788 whole entry, looked up, the tested form may be a part): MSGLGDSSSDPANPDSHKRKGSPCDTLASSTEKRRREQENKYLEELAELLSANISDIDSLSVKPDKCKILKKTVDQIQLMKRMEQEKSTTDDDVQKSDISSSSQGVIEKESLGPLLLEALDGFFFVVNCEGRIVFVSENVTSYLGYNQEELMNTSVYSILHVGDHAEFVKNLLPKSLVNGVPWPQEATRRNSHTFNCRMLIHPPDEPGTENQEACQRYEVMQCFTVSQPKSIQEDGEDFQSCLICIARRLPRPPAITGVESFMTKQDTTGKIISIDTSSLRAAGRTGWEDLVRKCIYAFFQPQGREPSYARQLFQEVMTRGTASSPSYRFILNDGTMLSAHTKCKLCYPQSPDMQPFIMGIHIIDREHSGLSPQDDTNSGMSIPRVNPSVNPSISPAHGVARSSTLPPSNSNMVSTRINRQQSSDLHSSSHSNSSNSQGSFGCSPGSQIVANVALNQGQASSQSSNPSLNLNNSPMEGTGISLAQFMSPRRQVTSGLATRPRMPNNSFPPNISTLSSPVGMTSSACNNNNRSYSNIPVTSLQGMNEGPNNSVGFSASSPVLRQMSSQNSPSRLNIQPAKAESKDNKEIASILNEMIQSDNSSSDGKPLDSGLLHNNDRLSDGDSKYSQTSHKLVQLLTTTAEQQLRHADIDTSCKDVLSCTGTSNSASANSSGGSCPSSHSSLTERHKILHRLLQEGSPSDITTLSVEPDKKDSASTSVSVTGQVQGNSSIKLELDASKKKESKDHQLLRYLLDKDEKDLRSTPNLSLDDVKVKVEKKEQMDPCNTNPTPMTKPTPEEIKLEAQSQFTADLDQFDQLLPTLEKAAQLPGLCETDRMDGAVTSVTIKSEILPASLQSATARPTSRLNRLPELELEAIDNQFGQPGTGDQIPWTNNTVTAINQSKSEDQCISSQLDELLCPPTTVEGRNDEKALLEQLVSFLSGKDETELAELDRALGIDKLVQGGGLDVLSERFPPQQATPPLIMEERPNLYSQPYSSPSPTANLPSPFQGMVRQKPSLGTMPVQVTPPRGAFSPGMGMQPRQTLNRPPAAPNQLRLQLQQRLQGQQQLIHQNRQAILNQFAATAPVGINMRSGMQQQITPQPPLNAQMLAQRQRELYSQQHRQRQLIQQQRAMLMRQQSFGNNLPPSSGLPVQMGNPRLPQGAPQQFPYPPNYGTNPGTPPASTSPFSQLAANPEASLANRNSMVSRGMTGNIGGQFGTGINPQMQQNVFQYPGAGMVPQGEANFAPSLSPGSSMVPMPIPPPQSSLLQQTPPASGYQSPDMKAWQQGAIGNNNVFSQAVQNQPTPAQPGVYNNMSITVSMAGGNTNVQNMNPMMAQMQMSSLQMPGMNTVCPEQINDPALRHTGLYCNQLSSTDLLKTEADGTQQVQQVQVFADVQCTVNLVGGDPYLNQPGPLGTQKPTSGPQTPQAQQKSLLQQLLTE
TROY NFkB inh = blocks TROY-dependent signaling in reporter cells; Q293 LMP1-TROYcd NF-kB luciferase reporter, 4 h; inhibition, % at 10 µM; 0.98% of 360,000 active; AID 1347056;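 active = compounds whose plate-normalised and pattern-corrected inhibition of the luciferase reporter signal at the single screening dose is 50% or more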
C8 TRAIL sens = caspase-8 TRAIL sensitization. NB7+C8 cells + TRAIL, ATPlite viability luminescence. AID 624354. inhibition (viability loss, TRAIL sensitization), % at 10 µM. 1% of 360,000 active;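 active = compounds causing at least 50% loss of cell viability in the single-dose screen, relative to plate controls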
SRC3 inh = inhibitors of human steroid receptor coactivator 3 (SRC3); Q9Y6Q9; HEK293 GAL4-SRC3 luciferase reporter, luminescence; inhibition, % at 3.6 µM; 0.17% of 360,000 active; AID 588352;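 active = inhibition above a per-campaign cutoff, the mean of all compounds plus 3 SD, cut at about 60% in these data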;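 note: 0% = DMSO-treated cells and 100% = gossypol-treated cells at 36 µM; higher means less SRC3-driven luciferase light from the GAL4 reporter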
NOD2 RIPK2 PPI = inhibitors of human NOD2-RIPK2 interaction | O43353 | CHO BLA complementation NOD2-RIPK2, CCF4 ratio | inhibition, % at 4.98 µM | 0.38% of 360,000 active | AID 624267; in the data active = inhibition above about 21%;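 note: 0% = vehicle only and 100% = reference blocker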
NCOA2 inhibitor = human SRC2 (NCOA2) inhibition | 0.17% of 370,000 active | inhibition, % at 9 µM | HEK293 GAL4-SRC2 luciferase reporter, luminescence;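 active = inhibition above the mean inhibition of all tested compounds plus 3 SD, set per campaign, cut at about 52% in these data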;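 note: 0% = DMSO treated cells and 100% = cells given Gossypol at 36 µM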
Vif imaging = inhibitors of HIV Vif | HEK293T cells, Vif self-association by quenched fluorescence, imaging, 24 h | inhibition, % at 7.49 µM | 0.35% of 340,000 active | AID 602346; in the data active = inhibition above about 50%, passing the limit was not always enough; note: some results filed as inactive read as strong as hits
NR2F2 inh = inhibitors of human COUP-TFII (NR2F2) | inhibition, % at 8.6 µM | HEK293T NGFI-A luciferase reporter, luminescence | P24468 | 0.7% of 370,000 active;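 active = inhibition above a per-plate cutoff, mean inhibition of test wells between control levels plus 3 SD, cut at about 38% in these data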;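 note: cells cotransfected with COUP-TFII expression vector driving the NGFI-A reporter; 0% = median of COUP-TF2 test wells and 100% = reporter-only cells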
EBV LMP1 NFkB = Epstein-Barr LMP1 NF-kappaB reporter inhibition; inhibition, % at 12.5 µM; 0.69% of 350,000 active; LMP1-induced NF-kappaB luciferase reporter cells, luminescence; AID 504558; in the data active = inhibition above about 41%;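 note: 0% = neutral control wells and 100% = reference inhibitor control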
* = called active by the depositor; nt = no result given; & = joins results of further samples. These rows are one share of the data. The share of hits here may be higher or lower than overall.

SMILES	NR5A2 inv ag	TLR9-MyD88 inh	SRC1 inh	TROY NFkB inh	C8 TRAIL sens	SRC3 inh	NOD2 RIPK2 PPI	NCOA2 inhibitor	Vif imaging	NR2F2 inh	EBV LMP1 NFkB
COc1cc2c(cc1OC)C(c1cccc(Br)c1)NC(=O)C2 (stereo not drawn)	-3.9	-7.9	5.5	0.5	-15.0	11.9	-1.1	-10.8	2.0	-11.9	6.5
O=C(Cc1ccc([N+](=O)[O-])cc1)Nc1ccc(C(=O)N2CCOCC2)cc1	-0.6	-8.0	0.3	-0.3	-9.8	-8.4	-89.3	-8.1	nt	-20.7	-0.5
COC(OC)C12c3ccccc3C(c3ccccc31)C1C(=O)N(c3cccnc3)C(=O)C12 (stereo not drawn)	-1.1	8.2	-16.3	-5.6	-7.5	12.7	12.8	-15.3	-0.2	-10.2	5.3
Cc1ccc(OCCn2cc(C=O)c3ccccc32)cc1	-9.8	9.1	5.6	11.2	0.3	-1.5	-2.2	12.4	-15.3	18.7	-2.2
CCOC(=O)N/N=C/c1c(C)nn(-c2ccccc2Cl)c1Cl	-59.9	-0.4	-85.2	-107.8	31.1	-43.1	2.4	-100.4	0.3	-45.1	-15.5
CCC1CCCCN1S(=O)(=O)c1ccc(C(=O)Nc2nnc(-c3ccccc3Cl)o2)cc1 (stereo not drawn)	-39.0	2.6	-57.8	17.6	13.5	-25.2	3.1	nt	5.9	nt	23.4
CCOC(=O)[C@H]1[C@H]2COc3ccc(OC)cc3[C@@H]2N2C(=O)c3cc(C)ccc3NC(=O)[C@@]12C	9.3	-9.1	-0.3	14.6	0.5	3.0	-3.6	4.5	-3.0	-10.8	-0.7
Cc1nnc(SCC(=O)Nc2cc(C(N)=O)cc(C(N)=O)c2)n1-c1ccccc1	12.0	-3.8	5.8	1.5	-8.2	-1.0	-10.8	4.2	1.9	-7.2	1.8
COc1ccc(-c2cc(C(=O)N(C)Cc3ccccc3)no2)cc1OC	-19.9	3.9	-1.6	-37.6	3.8	13.6	12.6	nt	5.1	nt	1.6
O=C(CSc1nc2ccccc2[nH]1)Nc1ccc2[nH]c(=O)[nH]c2c1	20.0	-1.1	2.9	-7.1	-7.9	-27.3	-14.1	5.5	-1.4	-15.7	-3.6
CCOc1ccc(N(CC(=O)Nc2ccc(C)cc2)S(=O)(=O)c2c(C)[nH]c(=O)[nH]c2=O)cc1	9.5	-4.0	5.1	0.8	-5.3	7.4	12.6	14.9	17.6	-39.9	0.9
CCOC(=O)Cc1csc(Nc2ccc(Cl)cc2)n1	-3.4	3.4	-4.6	-71.2	2.1	-8.2	2.4	-13.0	1.3	-4.3	-3.7
CC(C)(C)N(NC(=O)c1ccccc1)C(=O)c1cccc(C(=O)N(NC(=O)c2ccccc2)C(C)(C)C)c1	11.3	1.5	3.0	5.3	23.6	18.1	1.2	-8.8	0.4	8.3	13.7
CN(C)CCCNc1ncnc2c1cnn2-c1ccccc1	-22.7	3.0	-32.8	-54.3	-6.9	-28.2	5.6	nt	13.4	nt	-9.0
COc1ccc(N(CC(=O)N/N=C/c2ccc(F)cc2)S(=O)(=O)c2ccccc2)cc1	-8.0	-3.3	14.2	-16.1	-7.2	6.1	5.1	5.7	11.4	8.7	5.0
Cc1ccc(C(C)C)c(OCC(=O)Nc2ccc3c(c2)nc(CN2CCCC2)n3C)c1	-34.5	-1.2	4.8	-10.9	-12.4	-0.6	6.3	-12.0	nt	7.2	-1.2
O=C(O)CSCC(=O)N1N=C2/C(=C/c3ccccc3)CCCC2C1c1ccccc1 (stereo not drawn)	9.9	-16.2	-28.8	-28.9	-24.5	-3.0	-7.4	-9.9	3.4	21.7	-3.1
Cc1cc(OCC(=O)NCc2ccccn2)c2c(C)c(Cc3ccccc3)c(=O)oc2c1	-22.3	-11.9	14.1	6.4	5.1	-5.3	-4.4	6.9	-0.3	6.2	-9.1
CC(C)C1C(=O)N(Cc2cn(Cc3ccco3)nn2)CCS(=O)(=O)N1Cc1ccc(-c2ccc(Cl)c(Cl)c2)cc1 (stereo not drawn)	9.4	-9.2	6.5	10.3	-12.8	-7.9	-1.4	8.4	-6.0	8.5	-11.0
CC(=O)NCC1(O)CCCC(C)C1 (stereo not drawn)	7.1	-0.3	-2.9	15.1	1.1	24.9	-2.8	6.2	2.2	0.9	1.9
CN(C)c1nc(N)nc(-c2cccnc2)n1	7.2	-5.5	-30.0	-10.2	13.6	3.8	3.6	19.0	3.3	-3.9	-4.8
COc1cc(C(=O)NCC2(N(C)C)CCCCC2)ccc1OCc1ccccc1	-16.4	-2.3	-46.7	-5.6	2.7	4.8	4.9	6.2	4.8	-16.3	-5.6
COc1ccc(OC)c2[nH]c(=O)c(CCNC(=O)C(C)C)cc12	-37.0	8.2	-7.8	-6.3	-16.2	-3.8	-2.1	-36.1	20.9	-9.6	-4.2
CCOc1ncnc2c1sc1nc(C)cc(C)c12	8.8	-0.6	5.3	-32.5	-3.7	10.2	0.2	-21.4	-2.0	2.3	-6.8
Cc1ccc(C)c(C(=O)O/N=C(\N)c2ccc(Br)cc2)c1	-4.4	2.9	-18.3	-61.4	77.5*	-17.4	-2.5	-24.5	7.2	-3.9	-67.2
COc1cccc(C2c3[nH]c4ccccc4c3CCN2Cc2cccc(C)n2)c1 (stereo not drawn)	3.6	4.7	0.3	9.9	-7.4	18.7	-1.6	7.3	1.9	-15.8	14.0
CCOC(=O)CSC1=C(C#N)C(c2ccccc2)C(C(C)=O)=C(C)N1 (stereo not drawn)	-8.9	4.2	-36.6	-9.8	6.3	14.4	-11.4	9.7	-2.8	13.0	-0.1
Cc1cccc(C(=O)N=c2c(C#N)cc3c(=O)n4cccc(C)c4nc3n2Cc2ccco2)c1	-62.5&0.7	-5.0&-25.2	-20.1&-30.0	-23.7&-30.6	-6.9&-10.5	-24.4&-5.6	0.5&-14.6	-16.5&-19.7	0.7&-0.3	-23.2&-9.9	-3.6&4.0
CCN(CC)CCn1c(NS(=O)(=O)c2ccc(Cl)cc2)nc2ccccc21	5.0	3.1	1.4	6.2	3.1	9.8	0.4	-6.6	-0.3	-4.4	-2.7
COc1ccc(Cn2nnnc2CN(Cc2cc3cc(C)ccc3[nH]c2=O)C2CCCC2)cc1	21.4	6.2	-40.1	-8.2	-27.9	12.3	-15.1	-17.7	-12.3	-23.6	4.9
COc1cc(CC(NC(C)=O)C(=O)NC2CCN(C(=O)Nc3ccc(C)cc3)CC2)cc(OC)c1 (stereo not drawn)	-2.7	-7.4	11.7	-16.8	-3.6	8.7	-7.5	-0.5	-6.2	10.4	0.8
CCOC(=O)C1C(=O)CC(C)(O)C(C(=O)OCC)C1c1cc(Br)ccc1OC (stereo not drawn)	-8.0	-3.7	8.9	-22.7	-12.2	7.5	2.4	14.2	8.8	-10.9	-0.2
COc1ccc(NC(=O)c2ccc(-n3cccn3)c([N+](=O)[O-])c2)cc1	1.9	-3.8	2.1	6.2	-6.8	-5.7	-6.2	-10.9	4.2	-13.9	3.8
CC(=O)N(Cc1ccc(F)cc1)C1=C(NCCc2ccccc2)C(=O)c2ccccc2C1=O	28.1	3.8	2.5	66.4*	89.4*	17.1	0.8	44.4	nt	55.4*	75.8*
O=C(Cc1ccccc1)Nc1ccc(NC(=O)c2ccco2)cc1Cl	2.5	-0.3	1.4	-6.6	6.0	-11.5	-1.1	-23.0	8.1	-0.6	-6.4
O=C(Nc1ccc(NC(=O)c2cccs2)cn1)c1ccco1	-126.8	1.5	-107.7	-28.1	63.0*	-63.0	1.3	-33.5	23.3	-30.7	12.7
CN(C)c1nc(SCCOC(=O)Nc2ccccc2)nc(N(C)C)n1	7.9	-9.2	-3.9	7.9	-12.3	-1.5	6.9	-13.8	-5.7	0.9	-16.5
CCCCC1=NN(C(=O)c2cccnc2)C(O)(C(F)(F)F)C1 (stereo not drawn)	0.4	nt	-5.2	-32.9	3.4	7.3	-0.3	4.6	-5.9	-13.3	nt
CCN(CC)CC(O)CN(c1ccccc1)S(=O)(=O)c1ccc2ccccc2c1 (stereo not drawn)	-8.8	11.8	-0.1	-2.3	5.6	3.7	2.3	-9.0	9.0	6.2	-1.7
COc1ccc(NC(=S)Nc2cccc3ccccc23)cc1OC	17.1	-2.1	-11.4	30.7	10.5	-20.9	3.2	1.9	-10.0	16.9	-4.5
CC(Sc1ccccn1)C(=O)Nc1ccccc1 (stereo not drawn)	-60.5	-4.7	-50.5	-4.7	-1.0	-115.7	-2.4	-16.3	0.9	-24.3	-29.2
Cc1c(C(=O)OCC(=O)NCc2ccco2)oc2ccccc12	10.9	6.2	-62.7	-9.9	2.5	3.0	-6.4	-4.8	-2.3	-12.0	6.5
COc1cccc(N2CCN(C(=O)CC(NC(=O)c3ccccc3)c3ccccc3)CC2)c1 (stereo not drawn)	-27.8	-6.9	-7.8	-5.1	2.9	18.8	11.7	19.4	19.2	13.2	7.2
COc1cc(Cl)c(CN2CCCC(CO)(Cc3ccccc3F)C2)cc1OC (stereo not drawn)	4.5	7.7	1.9	2.7	-0.4	8.3	-2.9	1.3	0.2	3.7	-10.8
C[C@H]1CCC[C@@]2(O[C@H](CCO)C[C@H](O)[C@H]2O)O1	27.6	3.1	-0.8	-25.9	-17.3	9.8	-30.7	5.2	-2.0	2.6	0.1
Cc1cc(C)c(S(=O)(=O)N/N=C/c2ccc3c(c2)OCO3)c(C)c1	4.4	-8.7	-25.4	-17.1	-9.6	-11.6	-5.0	14.2	-8.6	-7.2	-8.3
Cc1ccccc1N(C(=O)Cc1cccs1)C(C(=O)NCC1CCCO1)c1cccnc1 (stereo not drawn)	17.8	2.3	-10.9	-0.9	-4.1	14.0	-3.2	-12.0	-1.4	12.4	-3.0
CCn1c(=N)n(CC(=O)C(C)(C)C)c2ccccc21	-28.2	1.5	-5.4	-7.0	-5.6	-20.0	-8.6	20.5	-1.7	-17.2	-4.3
CSc1ccc(CNC(=O)C2CCC(=O)N(CCc3ccc(Cl)cc3)C2)cc1 (stereo not drawn)	13.2	4.5	3.6	-4.9	-8.1	12.9	-6.5	-20.8	1.8	21.5	-3.2
Cc1ccc(CCNC(=O)C2CCC(=O)N2CCc2ccccc2)cc1 (stereo not drawn)	20.3	-2.2	-8.2	-10.1	-13.0	-41.2	-2.3	-19.5	-3.2	-14.6	-4.6
N#CC1=C2N=C(N)c3ccccc3N2C2=C(C(=O)CCC2)C1c1cccc(Cl)c1 (stereo not drawn)	-4.0	-1.9	-0.5	17.6	-1.2	-4.8	-8.2	0.5	-4.6	9.8	7.0

Source: PubChem BioAssay
